Assay outcomes as filed in PubChem.
ALOX12 inh = inhibitors of human 12S-lipoxygenase ALOX12; Potency, µM (top dose mostly 108 µM), for the others: top-dose activity change, negative = inhibition, most hits filed as inhibitors; P18054; purified 12hLO, xylenol orange hydroperoxide absorbance; 580,000 tested, 1.1% active; also: potency is read from the fitted curve at half-maximal effect; % is scaled to controls: 0 for no effect and ±100 for the full control effect
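Purified human 12hLO (150 nM final) in 25 mM Hepes, 0.01% Triton X-100, pH 7.0 was preincubated 15 min at room temperature with compound. Then 40 uM arachidonic acid was added, 30 min. Hydroperoxide was read by Fe-XO absorbance ratio 573/405 nm.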
Pol beta inh = DNA polymerase beta (human) inhibition; P06746; Pol beta primer extension/strand displacement, fluorescence kinetic; Potency, µM (series often up to 114 µM), inactives show top-dose activity change, negative = inhibition, actives largely listed as inhibitors; 340,000 tested, 1.3% active; also: potency is read from the fitted curve at half-maximal effect; % is scaled to controls: 0 for no effect and ±100 for the full control effect
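Reaction started by 50 nM substrate onto compound-treated Pol beta (10 nM, 15 min preincubation, room temperature); plates read at 0 min and 10 min. Normalized concentration-effect data fitted by four-parameter Hill equation.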
TRHR ag = TRH receptor (human) agonism. activation, % at 2 µM. P34981. 360,000 tested, 0.18% active. AID 493084. TRHR cells, calcium flux fluo-8, FDSS agonist mode; in the data active = activation above about 30%; also: 0% is about no effect
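Read-out: compound-evoked intracellular calcium rise in TRHR cells, fluo-8 dye, kinetic FDSS fluorescence at 1 s/cycle following a 10-cycle baseline. Cells cultured overnight before dye loading (30 min–1.5 h, RT).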
APE1 inh = inhibitors of human APE1 endonuclease. P27695. recombinant APE1, TAMRA/BHQ-2 abasic DNA cleavage fluorescence. Potency, µM (doses to about 65.8 µM), inactives show top-dose activity change, negative = inhibition, usual class: inhibitors. 350,000 tested, 0.35% active;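 also: potency is read from the fitted curve at half-maximal effect; plate controls were vehicle for no effect and reference inhibitor for full effect; nearly all actives have a fitted effect of over 55% in size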
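Readout is kinetic fluorescence (ex 525, em 598 nm) from cleavage of 50 nM TAMRA/BHQ-2 THF abasic duplex by 0.75 nM APE1, compound added 15 min beforehand at RT.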
Anesthetic bind = binds horse apoferritin like a general anesthetic; P02791; apoferritin/1-aminoanthracene competitive binding, fluorescence; AID 485281; Potency, µM (titrated, usually from 77.5 µM), for inactives: at the highest dose activity change, negative = displacement, usual class: inhibitors; 350,000 tested, 0.074% active; also: potency is read from the fitted curve at half-maximal effect; % is scaled to controls: 0 for no effect and ±100 for the full control effect; nearly all actives have a fitted effect of over 20% in size
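Read-out: endpoint 1-AMA fluorescence, excitation 380 nm and emission 535 nm, after compounds sit 10 min at room temperature with 10 uM horse-spleen apoferritin in 50% saturated 1-AMA/PBS. Values come from four-parameter Hill fits.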
POLI inh = inhibitors of human DNA polymerase iota; Q9UNA4; Pol iota fluorescent replication assay, 10 min; Potency, µM (titrated, usually from 115 µM), inactives show top-dose activity, negative = inhibition, hits mostly inhibitors; 390,000 tested, 1% active; AID 588590; also: potency is read from the fitted curve at half-maximal effect
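Pol iota at 10 nM preincubated 15 min with compounds at room temperature; reaction started with fluorescent substrate, 50 nM final. Fluorescence read kinetically at 0 and 10 min; buffer-only wells as negative control.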
Pol kappa inh = inhibitors of human DNA polymerase kappa; AID 588579; 400,000 tested, 0.53% active; Potency, µM (titrated, usually from 107 µM), inactives show at the highest dose activity, negative = inhibition, hits mostly inhibitors; Q9UBT6; purified Pol kappa, fluorescent DNA synthesis assay, 10 min; also: potency is read from the fitted curve at half-maximal effect; % is scaled to controls: 0 for no effect and ±100 for the full control effect
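Activity was followed as the change in fluorescence between reads at 0 and 10 min after starting the reaction with 50 nM substrate. Beforehand, 10 nM polymerase had been preincubated with compound for 15 min at room temperature.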
ERG-DNA inh = blocks human ERG Ets domain binding to DNA; AID 624246; P11308; fluorescence polarization, His-ERG Ets domain / labelled DNA; 370,000 tested, 0.028% active; Potency, µM (doses to about 76.9 µM), without a hit: at the highest dose FP activity, negative = inhibition, actives largely listed as inhibitors; active = well fitted inhibition curve with a large enough effect in the polarisation, with a control signal flat; inconclusive = small, poorly fitted or top-dose-only effect, or effect the other way, or a change in a side signal; inactive = no such curve, though single readings can be large or run the other way; the % refers to the polarisation;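 also: polarization taken with two DNA probes labelled with fluorescein and Texas red; potency is read from the fitted curve at half-maximal effect; % of control where 0% means no effect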
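His-tagged ERG Ets domain (1 uM in the protein solution; 300mM KCl, 50mM Tris-HCl, 1mM EDTA, 1mM DTT, pH 7.5) received compound, then a probe mix of 5 nM fluorescein-DNA and 100nM Texas-615-DNA. Fluorescence polarization was read for both dyes.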
BLM inh = Bloom syndrome helicase (human) inhibition. P54132. recombinant BLM DNA unwinding, fluorescence dequenching. Potency, µM (titrated, usually from 56.1 µM), without a hit: at the highest dose activity change, negative = inhibition, actives largely listed as inhibitors. 350,000 tested, 0.2% active;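 also: potency is read from the fitted curve at half-maximal effect; plate controls were vehicle for no effect and no enzyme for full effect; nearly all actives have a fitted effect of over 35% in size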
Target sequence (P54132 whole entry, looked up): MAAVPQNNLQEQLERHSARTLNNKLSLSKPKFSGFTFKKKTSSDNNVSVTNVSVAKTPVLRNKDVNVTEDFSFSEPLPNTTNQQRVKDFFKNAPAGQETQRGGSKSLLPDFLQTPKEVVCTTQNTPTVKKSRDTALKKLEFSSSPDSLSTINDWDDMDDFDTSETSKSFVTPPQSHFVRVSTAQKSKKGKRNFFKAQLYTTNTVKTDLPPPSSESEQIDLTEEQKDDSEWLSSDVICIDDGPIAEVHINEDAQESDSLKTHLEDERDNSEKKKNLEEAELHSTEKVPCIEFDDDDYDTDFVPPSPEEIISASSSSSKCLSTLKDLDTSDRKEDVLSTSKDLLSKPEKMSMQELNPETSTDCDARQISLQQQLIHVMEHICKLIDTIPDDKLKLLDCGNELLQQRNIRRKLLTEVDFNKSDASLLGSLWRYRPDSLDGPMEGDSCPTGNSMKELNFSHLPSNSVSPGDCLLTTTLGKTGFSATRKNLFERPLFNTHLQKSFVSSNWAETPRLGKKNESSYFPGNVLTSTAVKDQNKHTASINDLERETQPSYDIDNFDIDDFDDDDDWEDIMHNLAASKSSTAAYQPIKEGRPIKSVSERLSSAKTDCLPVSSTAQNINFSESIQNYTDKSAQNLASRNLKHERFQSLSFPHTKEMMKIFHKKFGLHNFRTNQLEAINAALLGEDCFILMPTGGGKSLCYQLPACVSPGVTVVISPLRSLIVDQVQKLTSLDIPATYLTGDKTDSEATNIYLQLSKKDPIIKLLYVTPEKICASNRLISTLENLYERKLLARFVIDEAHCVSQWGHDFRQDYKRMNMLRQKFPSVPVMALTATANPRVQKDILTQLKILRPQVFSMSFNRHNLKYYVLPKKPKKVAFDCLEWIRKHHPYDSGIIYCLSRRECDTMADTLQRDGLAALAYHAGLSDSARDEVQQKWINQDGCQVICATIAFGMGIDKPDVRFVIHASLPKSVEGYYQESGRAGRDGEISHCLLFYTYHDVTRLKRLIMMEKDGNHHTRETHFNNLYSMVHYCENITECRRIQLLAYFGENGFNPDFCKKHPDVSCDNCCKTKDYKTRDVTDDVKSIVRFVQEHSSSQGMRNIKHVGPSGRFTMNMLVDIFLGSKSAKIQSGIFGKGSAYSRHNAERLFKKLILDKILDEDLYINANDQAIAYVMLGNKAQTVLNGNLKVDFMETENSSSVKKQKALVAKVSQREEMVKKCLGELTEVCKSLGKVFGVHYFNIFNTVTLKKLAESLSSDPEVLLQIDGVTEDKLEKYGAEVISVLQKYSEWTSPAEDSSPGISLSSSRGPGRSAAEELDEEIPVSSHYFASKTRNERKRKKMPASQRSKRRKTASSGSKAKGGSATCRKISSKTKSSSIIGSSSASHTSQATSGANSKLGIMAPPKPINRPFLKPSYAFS
Starred values were filed as active, the others as inactive; i = inactive; ? = inconclusive; . = no result given; & = joins results of further samples; [ ] = another dose, or the depositor's remark. Unless noted, calls follow the shape of the dose curve; as a rule, active = well fitted curve in the direction sought with a large enough effect; inconclusive = small, poorly fitted or top-dose-only effect, or another doubt; inactive = no such curve, though single readings can be large; an effect the other way counts as inactive or inconclusive. A portion of the library; rates above refer to the full screens.

Structure,ALOX12 inh,Pol beta inh,TRHR ag,APE1 inh,Anesthetic bind,POLI inh,Pol kappa inh,ERG-DNA inh,BLM inh
N#Cc1ccc(-c2csc(NC(=O)/C=C/c3cccs3)n2)cc1,-14%,2%,0.1,-2%,7%,4%,-15%,-2%,-6%
O=C(CNC(=O)c1ccccc1)OCC(=O)c1ccc(Cl)s1,-19%,.,0.3,14%,.,-12%,-13%,-1%,.
CCCCOc1ccc(C(=O)N/C(=C\c2cccc([N+](=O)[O-])c2)C(=O)OCCC)cc1,-11%,19%,-0.3,7%,-13%,11%,-8%,-2%,0%
Cc1ccc(-n2c(C)c3c(C)nnc(C)c3c2C)cc1N,24%,1%,0.2,2%,-19%,300%[activator],-5%,10%,4%
COc1ccc(C(=O)Nc2ccccc2C(=O)NCCN2CCOCC2)cc1OC,-8%,-29%,-0.3,6%,-10%,55%[activator],5%,-10%,4%
O=C(CSc1nc(=O)n2cc(Cl)ccc2n1)Nc1ccc2c(c1)OCCO2,?,.,-0.4,-44%,.,-19%,-44%,20%,.
O=C(CN1CCN(Cc2ccccc2)CC1)Nc1cccc(C(F)(F)F)c1,0%,16%,0.9,0%,-17%,0%,-21%,-10%,-7%
CCOC(=O)c1c(C)c(C(=O)NCc2ccc3c(c2)OCO3)c(C)n1CC,0%,13%,-0.9,-8%,0%,2%,-4%,0%,-4%
CCOc1ccc(C(C)=O)cc1COC(=O)CN1C(=O)NC2(CCCC2)C1=O,-5%,.,-0.4,26%,.,29%,0%,3%,.
CN(CCN1CCc2ccccc2C1)Cc1nc(Cc2ccccc2F)no1,6%,24%,0.0,0%,-13%,53%[activator],-15%,-13%,-1%
O=c1nc2s/c(=C\c3ccco3)c(=O)n2nc1Cc1ccc(F)cc1,0%,2.8µM*,-0.7,7.9µM*,5%,10µM*,20µM*,4%,-16%
COC(=O)c1ccc(N2CCN(C)CC2)c(NC(=O)c2cccs2)c1,14%,10%,0.4,80%,-1%,28%,2%,-8%,-5%
CC1CC(C)CN(CCC(=O)Nc2ccc(Br)cc2)C1 (stereo not drawn),-2%,2%,3.8,50%[activator],-18%,125%[activator],-2%,-11%,-4%
O=C(CC1CCCCC1)NC1CCCC1,-17%,9%,0.1,3%,1%,6%,-6%,-4%,1%
CCOc1ccc(/C(O)=C2\C(=O)C(=O)N(CCN(C)C)C2c2cc(OC)ccc2OC)cc1Cl (stereo not drawn),?,.,.,.,.,22%,-14%,9%,.

Pol kappa inh, what is marked active above.
molecule | ALOX12 inh | TRHR ag | APE1 inh | Anesthetic bind | POLI inh | Pol kappa inh | ERG-DNA inh | BLM inh
O=c1nc2s/c(=C\c3ccco3)c(=O)n2nc1Cc1ccc(F)cc1 | 0% | -0.7 | 7.9µM* | 5% | 10µM* | 20µM* | 4% | -16%

Next section:
Structure,ALOX12 inh,Pol beta inh,TRHR ag,APE1 inh,Anesthetic bind,POLI inh,Pol kappa inh,ERG-DNA inh,BLM inh
CCN1CCc2c(sc(-n3cccc3)c2C(C)NC(=O)Nc2cc(Cl)c(OC)cc2OC)C1 (stereo not drawn),-9%,2%,0.7,.,-2%,-4%,-11%,3%,-4%
CC1CCCN(C(=O)CN(C)S(=O)(=O)c2cccc3nsnc23)C1 (stereo not drawn),18%,1%,-0.5,50%[activator],-4%,26%,5%,7%,2%
CCCCOc1ccccc1C(=O)NCCCC(=O)O,-6%,2%,0.4,-3%,1%,25%,-13%,-3%,-2%
CC(=O)c1ccccc1OCCn1nnc(-c2ccc(C)cc2)n1,0%,5%,0.7,2%,1%,10%,-9%,-2%,-5%
Cc1ccc(OCCCN2C(=O)C(=O)c3cccc(C)c32)cc1,?,-2%,3.6,?,?,-9%,-21%,-8%,-16%
COc1ccc(-c2onc(C)c2C)cc1S(=O)(=O)Nc1cc(Cl)ccc1C,3%,35%,0.3,.,6%,8%,5%,-5%,-5%
O=S(=O)(N1CCCCCC1)N1CCN(S(=O)(=O)N2CCOCC2)CC1,0%,-28%,-0.2,-3%,5%,8%,-4%,4%,-1%
COC(=O)C1=C(C(=O)OC)C(C(=O)OC)C(C(=O)OC)C(C(=O)OC)(C(=O)OC)C(C(=O)OC)=C1C(=O)OC (stereo not drawn),-18%,.,.,.,.,2%,-14%,-1%,.
COc1cccc(C(=O)NC2=NC(c3ccccc3F)CC(=O)N2)c1 (stereo not drawn),0%,0%,1.3,.,2%,9%,-20%,2%,-6%
Cc1csc2nc(CNS(=O)(=O)c3ccc4c(c3)OCCO4)cn12,16%,3%,0.2,-4%,-1%,-7%,-13%,-17%,0%
Cc1ccc2c(=O)[nH]c(Nc3nc(C)cc(-c4ccccc4)n3)nc2c1,?,22%,-2.0,22%,-2%,-5%,-16%,-5%,-6%
CC(C)Sc1nc2c(c(=O)[nH]c(=O)n2C)n1Cc1ccc(Cl)cc1,?,-10%,-0.7,0%,-23%,-6%,-6%,9%,-1%
Cc1ccc(C2=NN(C(=O)CSc3nccn3C)C(c3ccco3)C2)cc1 (stereo not drawn),i,17%,-1.7,25%,-10%,55%[activator],4%,0%,-5%
CCN=C1SC(C(=O)Nc2ccc(OC)cc2)CC(=O)N1CC (stereo not drawn),-1%,5%,0.0,-8%,-5%,50%[activator],-7%,4%,-4%
COc1ccc(C(=O)CSc2nn3c(=O)c(C(C)(C)C)nnc3s2)cc1,-3%,-8%,1.6,15%,-9%,15%,-6%,-2%,-3%
Cc1c2ccccc2nc2ccccc12,0%,.,.,.,.,-20%[58.9 µM],-20%,-8%,.
c1ccc(OCCOCCN2CCc3ccccc3C2)cc1,-1%,19%,0.2,1%,8%,9%,-23%,-1%,-4%
Cc1cc(=O)oc2c(C)c(OC(C)C(=O)NCCCN3CCCC3=O)ccc12 (stereo not drawn),9%,3%,-0.1,41%,5%,19%,2%,3%,2%
O=C(C1CCCN(S(=O)(=O)c2cccc3nsnc23)C1)N1CCN(c2cccc(Cl)c2)CC1 (stereo not drawn),-22%,23%,0.4,.,-5%,1%,-5%,-24%,-5%
Cc1cccc(NC(=O)Cc2ccc(NC3=NC4CS(=O)(=O)CC4S3)cc2)c1 (stereo not drawn),36%[activator],3%,0.1,24%,-14%,6%,-7%,-3%,1%
CCOC(=O)C1CCCN(c2ncnc3c2cnn3-c2ccc(C)c(Cl)c2)C1 (stereo not drawn),-23%,-20%,0.1,.,-11%,9%,-12%[60.1 µM],2%,-7%
CN(C)Cc1ccccc1-c1ccc2ncnc(NCc3cccs3)c2c1,?,.,.,2%,-11%,.,-3%[60.1 µM],.,3%
COc1ccccc1N1CCN(C(=O)C(C)NC(=O)c2cccc([N+](=O)[O-])c2)CC1 (stereo not drawn),3%,30%,-0.9,5%,-9%,37%[activator],0%,-5%,-2%
COc1ccc(OCc2ccc(-c3nc(C#N)c(NCc4cccnc4)o3)o2)cc1,-4%,-27%,0.3,.,42%[activator],4%,-12%,2%,-10%
Cc1cc(C)cc(N(CCC(=O)O)S(=O)(=O)c2ccc(Cl)cc2)c1,?,-23%,0.3,-2%,5%,0%,-5%,-6%,3%
O=C(COC(=O)c1ccc([N+](=O)[O-])o1)NCc1ccc2c(c1)OCO2,?,.,.,-12%,.,?,-24%,8%,.
O=C(Nc1ccc(F)cc1)N1CCN(c2ccc3nnc(-c4ccc(F)cc4)n3n2)CC1,?,?,-0.1&0.6,-5%,-18%&-21%,38%&14%[activator],-2%&-2%,0%&3%,4%&-4%
NS(=O)(=O)c1ccc(CCNC(=S)NC2CCCC2)cc1,-14%,9%,1.3,3%,-3%,3%,-12%,7%,1%
C=CCSc1nnc(NC(=O)C2=COCCO2)s1,-11%,.,0.0,21%,.,27%,-4%,2%,.
O=C(Nc1ccc(S(=O)(=O)N2CCOCC2)cc1)c1ccc(CN2CCc3ccccc3C2)cc1,.,-16%,0.0,-14%,?,1%,-5%,8%,-9%

Whole records from above:
Entry for COc1ccccc1N1CCN(C(=O)C(C)NC(=O)c2cccc([N+](=O)[O-])c2)CC1 (stereo not drawn) = ALOX12 inh: 3%; Pol beta inh: 30%; TRHR ag: -0.9; APE1 inh: 5%; Anesthetic bind: -9%; POLI inh: 37%[activator]; Pol kappa inh: 0%; ERG-DNA inh: -5%; BLM inh: -2%
Entry for C=CCSc1nnc(NC(=O)C2=COCCO2)s1 = ALOX12 inh: -11%; Pol beta inh: .; TRHR ag: 0.0; APE1 inh: 21%; Anesthetic bind: .; POLI inh: 27%; Pol kappa inh: -4%; ERG-DNA inh: 2%; BLM inh: .

The listing continues.
Structure,ALOX12 inh,Pol beta inh,TRHR ag,APE1 inh,Anesthetic bind,POLI inh,Pol kappa inh,ERG-DNA inh,BLM inh
Cc1ccc2[nH]c(=O)c(CN(CCCN(C)C)C(=O)Nc3cccc(Cl)c3)cc2c1,21%,-1%,0.5,2%,-17%,-4%,-1%,-3%,-6%
COc1cc(/C=N/NC(=S)NCCN2CCOCC2)cc(OC)c1O,-5%,1%,-0.2,1%,24%,66%[activator],-18%,-3%,-6%
COC(=O)c1cc(COC(=O)c2ccc3ccccc3n2)oc1C,-4%,10%,-1.2,-10%,-7%,?,-5%,-3%,-3%
CCOc1cccc(C(=O)NC(=S)Nc2ccc3c(c2)OCCO3)c1,16µM*,-12%,0.6,-1%,-23%,29%,-6%,-6%,-22%

Arranged by value in Anesthetic bind (largest number first): 3 of the compounds above
structure,Anesthetic bind
COc1cc(/C=N/NC(=S)NCCN2CCOCC2)cc(OC)c1O,24%
COC(=O)c1cc(COC(=O)c2ccc3ccccc3n2)oc1C,-7%
Cc1ccc2[nH]c(=O)c(CN(CCCN(C)C)C(=O)Nc3cccc(Cl)c3)cc2c1,-17%
